# HP1b chromo inh: inhibitors of HP1-beta chromodomain binding to methylated histone tails. P83916. AlphaScreen HP1-beta / biotin-H3K9me3 peptide binding. Potency, µM (titrated, usually from 114 µM), inactives show at the top dose activity change, negative = inhibition, most hits filed as inhibitors. 390,000 tested, 0.56% active; further: potency means the concentration at half of the fitted maximal effect; nearly all actives have a fitted effect of over 70% in size; inactives centre near 23
#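 Compound inhibition of the preformed complex between 50 nM HP1-beta and 50 nM biotinylated H3K9me3 peptide was read by AlphaScreen. Buffer was PBS pH 7.4 with 0.01% Tween-20. Incubations ran 30 min at room temperature, with 10 ug/mL donor/acceptor beads.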
# BAZ2B block: blocks human BAZ2B. Q9UIF8. AlphaScreen BAZ2B-H3K14Ac peptide displacement. Potency, µM (top dose mostly 114 µM), for inactives: at the highest dose activity change, negative = inhibition, usual class: inhibitors. 360,000 tested, 4.4% active. AID 504333; further: potency means the concentration at half of the fitted maximal effect; on the % scale 0 is the no-effect control and ±100 the full control effect; nearly all actives have a fitted effect of over 60% in size
#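 AlphaScreen displacement: compounds (up to 110uM) incubated 30 min at room temperature with a preformed 50 nM BAZ2B/50 nM biotinylated H3K14Ac peptide complex in PBS pH 7.4 with Tween-20. Donor and acceptor beads at 10 ug/mL final added, 20 min light-protected before reading.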
# G9a block: blocks human histone lysine methyltransferase G9a; Q96KQ7; G9a H3K9 monomethylation, AlphaScreen, 2 h; Potency, µM (highest dose often 102 µM), inactives show at the highest dose activity, negative = inhibition, hits mostly inhibitors; 350,000 tested, 8.8% active; AID 504332; further: potency means the concentration at half of the fitted maximal effect; on the % scale 0 is the no-effect control and ±100 the full control effect; nearly all actives have a fitted effect of over 75% in size
# Target sequence (Q96KQ7 913-1193 limits assumed): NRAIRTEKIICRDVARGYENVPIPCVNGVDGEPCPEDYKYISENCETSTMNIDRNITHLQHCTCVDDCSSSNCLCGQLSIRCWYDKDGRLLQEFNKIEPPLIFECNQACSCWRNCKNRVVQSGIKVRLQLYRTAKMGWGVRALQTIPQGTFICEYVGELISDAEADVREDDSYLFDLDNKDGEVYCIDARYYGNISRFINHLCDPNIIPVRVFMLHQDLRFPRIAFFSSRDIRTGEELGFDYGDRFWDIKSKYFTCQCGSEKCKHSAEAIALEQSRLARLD
#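 Chemiluminescent proximity detection of H3K9 monomethylation, read after 10 min bead incubation in the dark. Reaction: 20 nM G9a, 500 nM biotin-H3K9 peptide, 20 uM SAM cofactor, 2 h, room temperature, following 15 min enzyme-compound preincubation.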
# PGK inhibitor: inhibitors of T. brucei phosphoglycerate kinase | P07378 | PGK/GAPDH coupled, Kinase-Glo luminescence, 60 min | Potency, µM (titrated, usually from 57.5 µM), inactives show at the highest dose activity change, negative = inhibition, most hits filed as inhibitors | 380,000 tested, 0.043% active | AID 602233; further: potency means the concentration at half of the fitted maximal effect; on the % scale 0 is the no-effect control and ±100 the full control effect; nearly all actives have a fitted effect of over 60% in size
#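 Recombinant glycosomal PGK reaction used 1,3-bisphosphoglycerate generated in-well by GAPDH (100nM final) in 100mM TEA pH 7.6, 5mM MgCl2, 0.01% Tween-20. After 60 minutes at room temperature, ATP was read by Kinase-Glo Plus luminescence end-point.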
# Pin1 inh: human Pin1 inhibition; 390,000 tested, 0.009% active; Q13526; AID 504891; Pin1 FP peptide displacement, HiFluor488, 10 min; Potency, µM (doses to about 115 µM), for the others: at the top dose activity, negative = inhibition, hits mostly inhibitors; active means well fitted inhibition curve with a large enough effect in the polarisation, with a control signal flat, not every such curve was filed as active; inconclusive means small, poorly fitted or top-dose-only effect, or effect the other way, or a change in a side signal; inactive means no such curve, though single readings can be large or run the other way; the % refers to the polarisation; further: potency means the concentration at half of the fitted maximal effect; on the % scale 0 is the no-effect control and ±100 the full control effect
# Target sequence (Q13526 whole entry, looked up): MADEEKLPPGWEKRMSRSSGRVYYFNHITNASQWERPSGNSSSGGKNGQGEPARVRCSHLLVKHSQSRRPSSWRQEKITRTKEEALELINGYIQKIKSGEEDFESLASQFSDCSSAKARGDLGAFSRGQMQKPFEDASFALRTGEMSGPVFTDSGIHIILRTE
# JMJD2A Tudor: blocks the human JMJD2A Tudor domain | O75164 | AlphaScreen JMJD2A-Tudor / H3K4me3 peptide binding | Potency, µM (highest dose often 114 µM), for the others: at the highest dose activity change, negative = inhibition, hits mostly inhibitors | 390,000 tested, 4.4% active | AID 504339; further: potency means the concentration at half of the fitted maximal effect; on the % scale 0 is the no-effect control and ±100 the full control effect; nearly all actives have a fitted effect of over 50% in size
# PI4K2A block: inhibitors of human PI4K2A; Q9BTU6; purified PI4K2A, ADP-Glo luminescence, 1 h; hits give low values; activity change, negative = inhibition, % at 76.9 µM; 420,000 tested, 0.13% active; AID 1346378; in the data active means activity change below about -50%; inconclusive means mostly about -30% to -49%;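 further: -100% = wells without enzyme as full effect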
#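 Compounds are screened against recombinant PI4K2A using PI as substrate and ATP, the latter dispensed at 300 microM. Reactions run one hour at ambient temperature before ADP-Glo detection; full inhibition defined by wells lacking enzyme.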
# GLS inhibitor: glutaminase GLS (human) inhibition; O94925; GLS enzymatic activity, qHTS titration; Potency, µM (highest dose often 45.5 µM), for the others: at the top dose activity change, negative = inhibition, actives largely listed as inhibitors; 410,000 tested, 0.21% active; further: potency means the concentration at half of the fitted maximal effect; on the % scale 0 is the no-effect control and ±100 the full control effect
# Target sequence (O94925 whole entry, looked up): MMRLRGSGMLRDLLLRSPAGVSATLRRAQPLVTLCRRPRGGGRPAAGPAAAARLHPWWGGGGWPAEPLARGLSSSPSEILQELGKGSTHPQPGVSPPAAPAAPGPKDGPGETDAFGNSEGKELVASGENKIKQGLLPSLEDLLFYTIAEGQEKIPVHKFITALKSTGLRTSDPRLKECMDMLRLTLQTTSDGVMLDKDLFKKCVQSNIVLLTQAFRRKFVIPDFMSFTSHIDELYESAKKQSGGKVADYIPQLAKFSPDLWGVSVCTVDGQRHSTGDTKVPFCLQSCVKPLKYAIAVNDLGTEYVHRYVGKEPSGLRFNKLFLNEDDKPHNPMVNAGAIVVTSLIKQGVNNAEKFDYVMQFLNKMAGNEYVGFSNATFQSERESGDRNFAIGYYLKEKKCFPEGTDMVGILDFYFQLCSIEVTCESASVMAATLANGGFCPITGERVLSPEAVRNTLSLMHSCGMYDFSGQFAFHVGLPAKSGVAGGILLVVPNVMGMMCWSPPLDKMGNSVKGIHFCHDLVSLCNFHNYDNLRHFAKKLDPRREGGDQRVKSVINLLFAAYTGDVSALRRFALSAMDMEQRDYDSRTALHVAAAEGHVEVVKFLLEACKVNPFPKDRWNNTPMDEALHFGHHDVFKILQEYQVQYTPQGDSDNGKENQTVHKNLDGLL
#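 Glutamate formation by hKGA was monitored fluorometrically using coupled glutamate oxidase, HRP and Amplex Red. Substrate was added as 1 mM L-glutamine solution; incubation was 30 min at RT after an initial read.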
# ERG Ets-DNA blk: blocks human ERG Ets domain binding to DNA. fluorescence polarization, His-ERG Ets domain / labelled DNA. Potency, µM (doses to about 76.9 µM), for the others: at the top dose FP activity, negative = inhibition, usual class: inhibitors. 370,000 tested, 0.028% active. AID 624246; active means well fitted inhibition curve with a large enough effect in the polarisation, with a control signal flat; inconclusive means small, poorly fitted or top-dose-only effect, or effect the other way, or a change in a side signal; inactive means no such curve, though single readings can be large or run the other way; the % refers to the polarisation;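 further: polarization taken with two DNA probes labelled with fluorescein and Texas red; potency means the concentration at half of the fitted maximal effect; % of control where 0% means no effect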
#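 His-tagged ERG Ets domain (1 uM in the protein solution; 300mM KCl, 50mM Tris-HCl, 1mM EDTA, 1mM DTT, pH 7.5) received compound, then a probe mix of 5 nM fluorescein-DNA and 100nM Texas-615-DNA. Fluorescence polarization was read for both dyes.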
# The depositor's hits bear a star; i = inactive; ? = inconclusive; . = not tested or not shown; [ ] = remark or other dose. Unless noted, the call rests on the fitted dose curve; in most records, active means well fitted curve in the direction sought with a large enough effect; inconclusive means small, poorly fitted or top-dose-only effect, or another doubt; inactive means no such curve, though single readings can be large; an effect the other way counts as inactive or inconclusive.
SMILES,HP1b chromo inh,BAZ2B block,G9a block,PGK inhibitor,Pin1 inh,JMJD2A Tudor,PI4K2A block,GLS inhibitor,ERG Ets-DNA blk
Cc1cc(C(=O)CSc2nc(N)cc(N)n2)c(C)n1C1CC1,-21%,-25%,?,3%,-6%,?,-1,-7%,-11%
CC(=O)c1cccc(NC(=O)c2csc(-n3nc(C)cc3C(F)(F)F)n2)c1,32%,10%,23%[59 µM],2%,2%,-2%,-8,-7%,5%
O=C(NCC(=O)N(CCN1CCOCC1)C(C(=O)NC1CCCC1)c1cccs1)c1ccco1 (stereo unspecified),3%,-2%,5%[2.33 µM],-4%,5%,?,1,5%,1%
CCC(Sc1nc(C)cc(=O)[nH]1)C(=O)Nc1nc(-c2ccccc2)cs1 (stereo unspecified),21%,?,-24%[2.33 µM],3%,-1%,-30%,-6,-7%,-3%
O=C(Nc1cccc(C(=O)Nc2ccc(Cl)cn2)c1)c1ccccc1,18%,-23%,21%,4%,0%,-12%,10,-4%,3%
Cc1ccc(OC(C)C(=O)N2CCN(CCc3ccncc3)CC2)cc1C (stereo unspecified),17%,-4%,-27%[59 µM],-2%,9%,-30%,0,2%,-5%
CCOc1ccc(-c2cc(C(=O)NN=C3CCN(C)CC3)[nH]n2)cc1,20%,-12%,-33%,1%,2%,-11%,7,-12%,-3%
CC(C)NC(=O)CSc1nnc(-c2ccco2)n1N,11%,-3%,?,-6%,3%,-9%,-3,-3%,-6%
CCN(Cc1ccccc1)S(=O)(=O)c1cc(C(=O)O)ccc1OC,12%,6%,-17%,6%,-5%,-11%,-20,4%,8%
Cc1ccccc1OCC(=O)N/N=C/c1cccn1C,-18%,45µM*,?,19%,1%,8%[11.4 µM],10,0%,7%
Cc1cccc(CN2CCN(Cc3cnn(-c4ccccc4F)c3)CC2CCO)n1 (stereo unspecified),37%[activator],-1%,.,3%,4%,-22%,-3,4%,-8%
Cc1ccccc1C(=O)c1cccn1CC(=O)NCC(C)c1ccccc1 (stereo unspecified),13%,?,3%,-2%,-2%,-12%,-2,3%,-2%
COc1ccc(CNS(=O)(=O)c2ccc(NC(=O)N3CCCCC3)cc2)cc1,16%,-5%,.,0%,4%,-14%,2,-4%,-16%
COc1ccc(OCc2cc(C(=O)NC(C)Cc3cnccn3)no2)c(Cl)c1 (stereo unspecified),27%,-14%,23%,-2%,-6%,-6%,-3,0%,5%
Cc1ccc(CN2CCS(=O)(=O)CC2)o1,39%,-22%,-26%,i,4%,-6%,8,-4%,-1%
C=CCn1nnnc1-c1cccc(Cl)c1,4%,-2%,16%,-13%,1%,-20%[11.4 µM],-9,-14%,0%
COc1ccc(C=NNc2nc3ccccc3s2)cc1,-22%,.,.,i,-11%,-24%,-5,-12%,-2%
S=C(Nc1ccc(Br)cc1)NC1CCCCC1,46%[activator],-5%,15%[59 µM],i,0%,11%[57.1 µM],5,2%,-7%
COc1ccc(N(CC(=O)N2CCN(c3ccccc3F)CC2)S(=O)(=O)c2ccc(C)cc2)cc1,3%,-12%,-4%,-2%,3%,-24%,4,6%,0%
NC(=O)C1CC(=O)N(Cc2ccc3c(c2)OCO3)C(=Nc2ccccc2)S1 (stereo unspecified),14%,-10%,2%[59 µM],i,-3%,-18%,-1,4%,.
COc1cccc(-c2coc3cc4oc(=O)c(CCC(=O)O)c(C)c4cc23)c1,12%,4%,-31%,-2%,?,-8%,2,13µM*,5%
CC(=O)c1ccc(NC(=O)COc2ccccc2-c2nc(-c3ccc(C)cc3)no2)cc1,27%,-12%,?,7%,2%,-15%,-1,2%,0%
COc1ccc(COC(=O)c2sc3nc4n(c(=O)c3c2C)CCC4)cc1,7%,6%,-33%,1%,-6%,-8%,5,9%,.
CC1CCCN(C(=O)Nc2cccc(NC(=O)N3CCCC(C)C3C)c2)C1C (stereo unspecified),29%,-8%,?,-9%,0%,-15%,-2,-7%,0%
O=C(/C=C/c1ccco1)OCn1nnc2ccccc2c1=O,17%,56µM*,35µM*,-13%,2%,-13%,3,2%,-19%
COc1ccc(OC)c(NC(=O)C2CCCN2S(=O)(=O)c2cccc3nsnc23)c1 (stereo unspecified),20%,-32%,-3%,-7%,-3%,-29%,-2,1%,-1%
Cc1ccc(C(=O)Nc2nnc(-c3cccs3)s2)cc1C,12%,6%,-1%[12.7 µM],-5%,3%,-19%,-2,3%,-2%
Cc1ccc(NC(=O)CS(=O)Cc2nc(-c3ccc(C)cc3)oc2C)cc1 (stereo unspecified),28%,3%,-10%,-2%,-4%,-30%,-2,-3%,0%
COc1ccccc1N1CCN(C(=O)CCc2nnc3ccc(N4CCC(C)CC4)nn23)CC1,18%,-15%,17%,0%,-4%,-16%,8,15%,-3%
O=C(Nc1cccc(-c2csc(Nc3ccc(Cl)cc3)n2)c1)c1cc([N+](=O)[O-])cc(C(F)(F)F)c1,11%,-13%,-35%[59 µM],-4%,-2%,-27%,-4,7%,1%
O=C(NC(=S)N(Cc1ccccc1)c1ccccn1)C1CCCCC1,28%,-5%,28µM*,-1%,2%,-6%,1,1%,.
COc1ccc(-c2noc(=O)[nH]2)cc1,18%,7%,16%,-3%,0%,-4%,-2,-2%,-4%
Cc1cc(NC(=O)c2cc3ccccc3o2)ccc1NC(=O)c1ccccc1,29%,9%,5%,-9%,0%,-18%,-4,-1%,9%
COc1cccc(C(=O)Nc2nnc(SCC(=O)Nc3ccc(NC(C)=O)cc3)s2)c1,40%[activator],-12%,?,i,45%[activator],-5%,1,7%,2%
COC(=O)C1=C(C)Nc2c(c(=O)n(C)c(=O)n2C)C1c1cccnc1 (stereo unspecified),-1%,-6%,-6%[59 µM],-2%,-12%,-25%,-8,32%,7%
COc1cccc2cc(C(=O)NCCc3ccccc3)oc12,44%[activator],-28%,-1%,-4%,4%,14%,4,-3%,-8%
CC(COc1ccccc1)N1CCC(CO)(CCc2ccccc2)CC1 (stereo unspecified),24%,-5%,-8%,-1%,5%,2%[11.4 µM],-10,-12%,11%
CCCc1ccc(S(=O)(=O)N(C)S(=O)(=O)c2ccc(F)cc2)cc1,87%[activator],47%[activator],81%[activator],0%,-5%,39%[activator],-3,7%,-21%
COc1ccc(CNC(=O)c2ccc(S(=O)(=O)N3CCCC3)cc2)cc1OC,2%,-3%,27%,-9%,1%,-4%,-7,2%,2%
COc1ccc(C(=O)CSc2nc(C)cc(C)n2)cc1[N+](=O)[O-],11%,-14%,14%[59 µM],4%,-3%,-3%,3,-1%,-3%

# Complete entries from above.
# Entry for COc1ccc(CNS(=O)(=O)c2ccc(NC(=O)N3CCCCC3)cc2)cc1 = HP1b chromo inh = 16%; BAZ2B block = -5%; G9a block = .; PGK inhibitor = 0%; Pin1 inh = 4%; JMJD2A Tudor = -14%; PI4K2A block = 2; GLS inhibitor = -4%; ERG Ets-DNA blk = -16%
# Entry for O=C(NC(=S)N(Cc1ccccc1)c1ccccn1)C1CCCCC1 = HP1b chromo inh = 28%; BAZ2B block = -5%; G9a block = 28µM*; PGK inhibitor = -1%; Pin1 inh = 2%; JMJD2A Tudor = -6%; PI4K2A block = 1; GLS inhibitor = 1%; ERG Ets-DNA blk = .

# Continuation:
SMILES,HP1b chromo inh,BAZ2B block,G9a block,PGK inhibitor,Pin1 inh,JMJD2A Tudor,PI4K2A block,GLS inhibitor,ERG Ets-DNA blk
COc1ccc2nc(NC(=O)c3ccoc3C)sc2c1,12%,9%,-38%,?,-4%,-9%,-85*,-13%,2%
O=C(COC(=O)[C@@H]1CCCN1S(=O)(=O)c1ccc(Cl)cc1)NCC(F)(F)F,42%[activator],5%,15%[59 µM],-1%,6%,12%,1,0%,-17%
Cc1sc2ncnc(N/N=C/c3cccc(O)c3)c2c1C,-13%,?,9%,-9%,3%,?,-4,?,4%
CSc1nnc(-c2ccc(C(F)(F)F)nc2C)o1,26%,-2%,8%[59 µM],i,-15%,-3%,0,-8%,14%
O=C(NCCN1CCOCC1)C(=O)NCC1OCCCN1S(=O)(=O)c1cc(F)ccc1F (stereo unspecified),33%,0%,75%[activator],4%,6%,-1%,-1,-7%,-6%
COc1ccc(NC(=O)COc2coc(CN3CCc4ccccc4C3)cc2=O)cc1,28%,-7%,-5%[0.501 µM],9%,2%,-18%,0,5%,2%
COc1ccccc1NC(=O)c1ccc(COc2ccccc2OC)cc1,10%,.,.,10%,0%,3%,-3,16%,2%
COC(=O)c1ccc(CN(C(C)=O)c2ccccc2)o1,-14%,-26%,?,-4%,-5%,?,0,3%,-9%
CCOC(=O)c1cc2c(nc1N)CCCC2,30%,-2%,7%[12.7 µM],-7%,-1%,1%,-5,9%,-9%
COC(=O)Cc1ccc(NC(=S)NC(C)(C)C)cc1,35%,-24%,-6%,-1%,0%,3%,0,2%,?
CCC1CCCCN1CCCNC(=O)CCC(=O)N1CCOc2ccccc21 (stereo unspecified),1%,35%[activator],.,-5%,-4%,-15%,3,0%,-4%
CN(C)Cc1cc(O)c(CN(C)C)cc1O,?,22µM*,1.4µM*,-21%,?,0.79µM*,-23,14µM*,-12%
CCn1c(CC(=O)Nc2ccc(F)cc2)nnc1SCC(=O)Nc1nncs1,0%,0%,22%[59 µM],-3%,-3%,-6%,0,?,0%
O=C(Nc1cccnc1Cl)c1noc2c1CCc1ccccc1-2,30%,-20%,-42%,8%,3%,-10%,5,0%,9%
O=C1OCCC1Sc1nnc(-c2ccc(Br)cc2)o1 (stereo unspecified),23%,-5%,10%[59 µM],-12%,-4%,-2%,-1,5%,-11%

# Compound activity deposited in PubChem BioAssay by National Center for Advancing Translational Sciences (NCATS).
